Screening results as filed in PubChem BioAssay.
RECQ1 helicase: blocks DNA unwinding by human RECQ1. Potency, µM (series often up to 57.3 µM), for the others: at the highest dose activity, negative = inhibition, most hits filed as inhibitors. AID 2549. RECQ1 DNA unwinding, red fluorescence kinetic read. 240,000 compounds, 0.54% hits;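 also: plate controls were vehicle for no effect and no enzyme for full effect; nearly all actives have a fitted effect of over 30% in size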
Target sequence (P46063 whole entry, looked up): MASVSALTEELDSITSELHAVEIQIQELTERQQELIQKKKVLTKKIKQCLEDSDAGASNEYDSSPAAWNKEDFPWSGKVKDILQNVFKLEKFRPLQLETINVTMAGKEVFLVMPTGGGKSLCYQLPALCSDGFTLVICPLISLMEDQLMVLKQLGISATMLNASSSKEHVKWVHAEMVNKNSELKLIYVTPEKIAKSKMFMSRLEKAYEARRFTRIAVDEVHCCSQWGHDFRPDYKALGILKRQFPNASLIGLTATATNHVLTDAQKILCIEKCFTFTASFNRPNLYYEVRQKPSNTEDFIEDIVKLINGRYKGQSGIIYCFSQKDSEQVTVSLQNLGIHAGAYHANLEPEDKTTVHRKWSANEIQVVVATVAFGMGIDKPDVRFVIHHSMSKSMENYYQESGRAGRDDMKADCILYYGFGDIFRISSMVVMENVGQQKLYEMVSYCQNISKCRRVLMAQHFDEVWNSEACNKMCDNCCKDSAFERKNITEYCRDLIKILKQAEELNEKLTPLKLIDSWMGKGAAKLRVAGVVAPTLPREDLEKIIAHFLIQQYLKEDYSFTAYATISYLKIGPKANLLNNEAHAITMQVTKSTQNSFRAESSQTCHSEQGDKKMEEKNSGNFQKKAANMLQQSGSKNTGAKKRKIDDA
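RECQ1T1 50 nM; forked duplex (20 bp + 30-nt ss tails) 200 nM, ATP 2 mM final; pH 8.0, 2 mM MgCl2, 2.5 ug/ml poly(dI-dC); 15 min compound preincubation; discontinuous kinetic read over 2 h at RT.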
NPSR antagonist: neuropeptide S receptor (human) antagonism, cAMP | AID 1461 | CHO-NPSR cells, cAMP TR-FRET, antagonist mode | 220,000 compounds, 1% hits | Potency, µM (titrated, usually from 38.3 µM), inactives show at the highest dose activity change, negative = inhibition, actives largely listed as inhibitors; also: % is scaled to controls: 0 for no effect and ±100 for the full control effect; nearly all actives have a fitted effect of over 50% in size; many of its hits are not listed in these tables
Target sequence (Q6W5P4 whole entry, looked up): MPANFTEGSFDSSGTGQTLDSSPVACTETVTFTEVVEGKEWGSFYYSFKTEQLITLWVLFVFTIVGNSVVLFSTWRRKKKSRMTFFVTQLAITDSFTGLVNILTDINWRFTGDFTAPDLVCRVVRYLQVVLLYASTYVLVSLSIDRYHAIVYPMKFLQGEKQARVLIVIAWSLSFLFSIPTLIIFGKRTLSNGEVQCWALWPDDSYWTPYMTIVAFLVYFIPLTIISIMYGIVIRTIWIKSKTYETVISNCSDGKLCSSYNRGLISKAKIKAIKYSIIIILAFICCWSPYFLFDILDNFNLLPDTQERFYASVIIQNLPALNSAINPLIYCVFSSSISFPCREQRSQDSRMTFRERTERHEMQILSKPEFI
Epigenetic derep: regulators of epigenetic silencing causing reporter derepression in mouse cells; murine LDR cells, GFP reporter derepression, 30 h; Potency, µM (top dose mostly 53.9 µM), for the others: at the highest dose GFP activation, actives largely listed as activators; 280,000 compounds, 0.2% hits; AID 1865; also: % of control where 0% means no effect; nearly all actives have a fitted effect of over 60% in size
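In this reporter-derepression format, murine cells bearing a silenced integrated CMV-GFP locus incubate with test compound (30 h, 37 C), then are washed and imaged; fluorescent objects of 20–120 um count as induced cells.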
SMN2 splice up: enhancers of SMN2 splice variant expression. HEK293 SMN2-luciferase splicing reporter, luminescence, 30-36 h. Potency, µM (series often up to 46.1 µM), inactives show at the highest dose activity change, positive = activation, most hits filed as activators. 210,000 compounds, 2.8% hits; also: % of control where 0% means no effect; nearly all actives have a fitted effect of over 55% in size
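HEK293 cells carry an SMN2 minigene-luciferase reporter in which exon 7 inclusion puts luciferase in frame. Cells were seeded at 2000 cells/well, attached for 10-12 hours, then exposed to compounds for 30-36 hours at 37C before ONE-Glo luminescence.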
IMPase Li inh: cell-permeable IMPase inhibitors with lithium potentiation | AID 1457 | 210,000 compounds, 0.35% hits | Potency, µM (doses to about 59.4 µM), for inactives: at the highest dose activity, negative = IMPase inhibition, usual class: inhibitors | CHO-M1 cells, IP1 TR-FRET (IP-One), carbachol + lithium;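 also: IP1 builds up when IMPase is blocked and the TR-FRET signal falls; plate controls were basal vehicle for no effect and high inhibitor control for full effect; nearly all actives have a fitted effect of over 50% in size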
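IP1 accumulation measured by competitive TR-FRET in lysed CHO-M1 cells after 30 min compound exposure at 37C, with a small lithium addition to potentiate weak responses. Hill-equation AC50 from ratio and donor-channel data.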
KDM4E inh: inhibitors of human JMJD2E histone demethylase; 230,000 compounds, 1.6% hits; JMJD2E catalytic domain, FDH-coupled NADH fluorescence (FDH is formaldehyde dehydrogenase); B2RXH2; Potency, µM (doses to about 57.1 µM), for the others: at the highest dose activity change, negative = inhibition, hits mostly inhibitors; active = well fitted inhibition curve with a large enough effect, not every such curve was filed as active; inconclusive = small, poorly fitted or top-dose-only effect, or another doubt; inactive = no such curve, though single readings can be large or run the other way;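 also: 0% = wells with enzyme and -100% = buffer wells without enzyme; nearly all actives have a fitted effect of over 50% in size; many of its hits are not listed in these tables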
GoLoco inh red: RGS12 GoLoco-Gai1 interaction inhibition. 230,000 compounds, 0.44% hits. Potency, µM (top dose mostly 61.6 µM), for the others: top-dose activity, negative = inhibition, actives largely listed as inhibitors. Gai1:RGS12 GoLoco peptide FP, rhodamine, 10 min. P63096. AID 880; active = well fitted inhibition curve with a large enough effect, not every such curve was filed as active; inactive = no such curve, though single readings can be large or run the other way; also: % is scaled to controls: 0 for no effect and ±100 for the full control effect; nearly all actives have a fitted effect of over 30% in size; many of its hits are not listed in these tables
KinaseGlo FLuc: Kinase-Glo luciferase inhibition (counter-screen). Q27757. AID 1379. Potency, µM (doses to about 38.3 µM), for inactives: at the highest dose activity change, negative = inhibition, hits mostly inhibitors. Kinase-Glo luciferase, ATP luminescence, 8 min. 200,000 compounds, 0.28% hits; also: % is scaled to controls: 0 for no effect and ±100 for the full control effect; nearly all actives have a fitted effect of over 60% in size
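Luminescence was the read-out, taken after 8-minute incubation at ambient temperature. Luciferase turned over luciferin with 10 uM ATP in imidazole pH 7.2 buffer containing KCl, MgCl2, Tween 20 and BSA.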
Starred values were filed as active, the others as inactive; [ ] = dose if it differs, or a comment. Unless noted, calls follow the shape of the dose curve; as a rule, active = well fitted curve in the direction sought with a large enough effect; inconclusive = small, poorly fitted or top-dose-only effect, or another doubt; inactive = no such curve, though single readings can be large; an effect the other way counts as inactive or inconclusive. Potency is read from the fitted curve at half-maximal effect. A portion of the library, so the mix of outcomes need not match the whole.

`O=C(NCc1nnc(SCc2ccccc2)n1-c1ccccc1)C12CC3CC(CC(C3)C1)C2` gave RECQ1 helicase -4%, NPSR antagonist -41%, Epigenetic derep -1.0%, SMN2 splice up -6%, IMPase Li inh 0%, KDM4E inh -2%, GoLoco inh red 4% and KinaseGlo FLuc 0%.
For O=C(NCc1cccnc1)c1ccc(Cl)c(S(=O)(=O)N2CCCCCC2)c1 the results were RECQ1 helicase inactive, NPSR antagonist -12%, Epigenetic derep -0.4%, SMN2 splice up -32%[inhibitor], IMPase Li inh 13%, KDM4E inh -2%, GoLoco inh red 7% and KinaseGlo FLuc -3%.
`COc1ccc(S(=O)(=O)n2nc(OC(=O)c3cccs3)cc2N)cc1` gave RECQ1 helicase -2%, NPSR antagonist -5%[46.1 µM], Epigenetic derep 0.8%, SMN2 splice up -2%, IMPase Li inh -8%[38.3 µM], KDM4E inh 1%, GoLoco inh red -8% and KinaseGlo FLuc 1%.
For NC(=S)N=Nc1c(O)[nH]c2cc(F)c(F)cc12 the results were RECQ1 helicase 5%, NPSR antagonist -4%[46.1 µM], Epigenetic derep 1.3%, SMN2 splice up -1%, IMPase Li inh 8%, KDM4E inh -4%, GoLoco inh red 1% and KinaseGlo FLuc 1%.
COc1ccc(C(=O)Nc2ccc(CN3CCS(=O)(=O)CC3)cc2)cc1 was read as RECQ1 helicase -12%, NPSR antagonist -6%, Epigenetic derep 1.1%, KDM4E inh 6% and GoLoco inh red 7%.
COC(=O)C1(C(F)(F)F)N=C(C(F)(F)F)Nc2ccc(Cl)cc21 (stereo unspecified) was read as RECQ1 helicase -1%, NPSR antagonist 0%, Epigenetic derep -1.0%, SMN2 splice up -34%[inhibitor], IMPase Li inh 2%, KDM4E inh -12%, GoLoco inh red -1% and KinaseGlo FLuc 13%.
`CCOCCCNC(=O)c1c(C)[nH]c(C(=O)OCC)c1C` gave RECQ1 helicase -5%, NPSR antagonist -10%[46.1 µM], Epigenetic derep -0.9%, SMN2 splice up -9%, IMPase Li inh -4%, KDM4E inh 3%, GoLoco inh red -7% and KinaseGlo FLuc 1%.
For COc1ccc(NC(=O)C2CCC(=O)N2)cc1 (stereo unspecified) the results were RECQ1 helicase -1%, NPSR antagonist 9%[46.1 µM], Epigenetic derep -8.0% and KDM4E inh 7%.
Screening CCC(C)(C)n1nnnc1C(c1ccc2ncccc2c1)N1CCCC(C)C1 (stereo unspecified) returned RECQ1 helicase -2%, NPSR antagonist -9%[46.1 µM], Epigenetic derep -0.8%, SMN2 splice up -16%, IMPase Li inh 12%, KDM4E inh 6%, GoLoco inh red 9% and KinaseGlo FLuc 3%.
For O=C(NCCCn1ccnc1)Nc1ccc(Cl)c(Cl)c1 the results were RECQ1 helicase -1%, NPSR antagonist -2%[46.1 µM], Epigenetic derep 0.0%, SMN2 splice up 7%, IMPase Li inh -12%[38.3 µM], KDM4E inh -4%, GoLoco inh red 6% and KinaseGlo FLuc -5%.
CCC(C)NC(=O)CNC(=S)N(Cc1ccc(F)cc1)C1CCCCC1 (stereo unspecified) was read as RECQ1 helicase -20%, NPSR antagonist -39%, Epigenetic derep 0.0%, SMN2 splice up -6%, IMPase Li inh -2%, KDM4E inh -2%, GoLoco inh red 12% and KinaseGlo FLuc 1%.
COC(=O)c1ccc(CSc2nc3ccccc3c(=O)n2-c2ccc(OC)c(OC)c2)o1 was read as RECQ1 helicase -10%, NPSR antagonist inconclusive, Epigenetic derep -1.0%, SMN2 splice up 23%, IMPase Li inh 11%[38.3 µM], KDM4E inh -15%, GoLoco inh red -4% and KinaseGlo FLuc -1%.
Screening c1ccc(-c2csc3ncnc(-n4cnc5ccccc54)c23)cc1 returned RECQ1 helicase 9%, NPSR antagonist -23%[46.1 µM], Epigenetic derep -1.1%, SMN2 splice up -9%, IMPase Li inh 5%[38.3 µM], KDM4E inh inconclusive, GoLoco inh red -1% and KinaseGlo FLuc 0%.
For CC(C)NC(=O)CC(=O)N/N=C/c1ccccc1F the results were RECQ1 helicase -3%, NPSR antagonist -1%[46.1 µM], Epigenetic derep 0.8%, SMN2 splice up -10%, IMPase Li inh 3%[38.3 µM], KDM4E inh -1%, GoLoco inh red -2% and KinaseGlo FLuc -6%.
For O=C(CSc1cn(CCNC(=O)c2ccc3ccccc3c2)c2ccccc12)NCc1ccco1 the results were RECQ1 helicase -7%, NPSR antagonist 4%[46.1 µM], Epigenetic derep -0.8%, SMN2 splice up -95%, IMPase Li inh 40%[activator][38.3 µM], KDM4E inh 14%, GoLoco inh red 2% and KinaseGlo FLuc 3%.
Screening S=c1[nH]nc(-c2ccc3ccccc3n2)n1-c1ccccc1Cl returned RECQ1 helicase 4%, NPSR antagonist -44%, Epigenetic derep 0.4%, SMN2 splice up -3%, IMPase Li inh -7%, KDM4E inh 4%, GoLoco inh red -25% and KinaseGlo FLuc -1%.
c1cc2c(cc1C1CCCN1)OCCCO2 (stereo unspecified) was read as RECQ1 helicase -14%, NPSR antagonist -5%[46.1 µM], Epigenetic derep 1.5%, SMN2 splice up -3%, IMPase Li inh 14%[38.3 µM], KDM4E inh -3%, GoLoco inh red 2% and KinaseGlo FLuc 5%.
CCCN1C2CCCC1CC(NC(=S)NCCCOCC)C2 (stereo unspecified) was read as RECQ1 helicase 0%, NPSR antagonist -21%, Epigenetic derep 1.1%, IMPase Li inh 7%, KDM4E inh -5%, GoLoco inh red 3% and KinaseGlo FLuc 0%.
`CCNC(=S)NNC(=O)c1cc(Br)cs1` gave RECQ1 helicase 2%, NPSR antagonist 5%, Epigenetic derep 9.4%, SMN2 splice up 9%, IMPase Li inh 3%, KDM4E inh 5%, GoLoco inh red -8% and KinaseGlo FLuc 4%.
Screening COc1ccc(N(CC(=O)NC2CCCCCC2)S(=O)(=O)c2c(C)nn(C)c2C)cc1 returned RECQ1 helicase 1%, NPSR antagonist -12%[46.1 µM], Epigenetic derep -0.9%, SMN2 splice up -7%, IMPase Li inh -20%[38.3 µM], KDM4E inh 4%, GoLoco inh red -6% and KinaseGlo FLuc -1%.

The last 2 records of the section above come first, to join the parts.
`CCNC(=S)NNC(=O)c1cc(Br)cs1` gave RECQ1 helicase 2%, NPSR antagonist 5%, Epigenetic derep 9.4%, SMN2 splice up 9%, IMPase Li inh 3%, KDM4E inh 5%, GoLoco inh red -8% and KinaseGlo FLuc 4%.
Screening COc1ccc(N(CC(=O)NC2CCCCCC2)S(=O)(=O)c2c(C)nn(C)c2C)cc1 returned RECQ1 helicase 1%, NPSR antagonist -12%[46.1 µM], Epigenetic derep -0.9%, SMN2 splice up -7%, IMPase Li inh -20%[38.3 µM], KDM4E inh 4%, GoLoco inh red -6% and KinaseGlo FLuc -1%.
`CC(C)(C)NC(=O)NCCc1ccccc1` gave RECQ1 helicase inactive, NPSR antagonist -20%, Epigenetic derep -1.0%, KDM4E inh 5% and GoLoco inh red 4%.
Screening COc1ccc(-c2oc3cc(O)c(OC)c(O)c3c(=O)c2OC)cc1 returned RECQ1 helicase inactive, NPSR antagonist -28%, Epigenetic derep 1.3%, KDM4E inh -17% and GoLoco inh red 2%.
CC1CCN(S(=O)(=O)c2ccc3ccccc3c2)CC1 was read as RECQ1 helicase -10%, NPSR antagonist -14%[46.1 µM], Epigenetic derep 2.1%, SMN2 splice up -12%, IMPase Li inh 32%[activator][38.3 µM], KDM4E inh -4%, GoLoco inh red -12% and KinaseGlo FLuc 20%.
For CC1CCN(C(=O)CN2C(=O)c3ccccc3S2(=O)=O)CC1 the results were RECQ1 helicase -5%, NPSR antagonist 9%[46.1 µM], Epigenetic derep -0.3%, SMN2 splice up -5%, IMPase Li inh -3%[38.3 µM], KDM4E inh 3%, GoLoco inh red 8% and KinaseGlo FLuc 1%.
`COc1ccc(S(=O)(=O)N2CCC(C(=O)N3CCc4ccccc4C3)CC2)cc1Cl` gave RECQ1 helicase inactive, NPSR antagonist inconclusive, Epigenetic derep 3.0%, SMN2 splice up -9%, IMPase Li inh 28%[38.3 µM], KDM4E inh 7%, GoLoco inh red -6% and KinaseGlo FLuc -6%.
For CCOC(=O)C1(C)NC(c2ccccc2F)C2C(=O)N(CC)C(=O)C21 (stereo unspecified) the results were RECQ1 helicase 19%, NPSR antagonist -12%, Epigenetic derep 0.5%, SMN2 splice up -5%, IMPase Li inh 4%, KDM4E inh 0%, GoLoco inh red -3% and KinaseGlo FLuc 0%.
For COc1ccc(NC(=S)N(CCC(C)C)C(C)c2ccncc2)cc1 (stereo unspecified) the results were RECQ1 helicase inactive, NPSR antagonist -19%, Epigenetic derep 4.5%, KDM4E inh 2% and GoLoco inh red 5%.
CCNC(=S)Nc1ccc(N2CCCCC2)cc1 was read as RECQ1 helicase inactive, NPSR antagonist -1%, Epigenetic derep 2.5%, SMN2 splice up 18µM*, IMPase Li inh -3%, KDM4E inh inconclusive, GoLoco inh red 16% and KinaseGlo FLuc -1%.
For N#Cc1ccc(OCCN2C(=O)NC3(CCSC3)C2=O)cc1 (stereo unspecified) the results were RECQ1 helicase inactive, NPSR antagonist -10%[46.1 µM], Epigenetic derep -0.9%, SMN2 splice up -15%, IMPase Li inh -5%[38.3 µM], KDM4E inh 10%, GoLoco inh red -8% and KinaseGlo FLuc 2%.
Screening O=C1C2C3c4ccccc4C(c4ccccc43)C2c2nc3ccccc3n21 (stereo unspecified) returned RECQ1 helicase 1%, NPSR antagonist inconclusive, Epigenetic derep -0.8%, SMN2 splice up -26%, IMPase Li inh 15%, KDM4E inh -6%, GoLoco inh red -8% and KinaseGlo FLuc 0%.
Screening Brc1ccc2ncnc(Nc3ccc(N4CCOCC4)cc3)c2c1 returned RECQ1 helicase -3%, NPSR antagonist -6%[46.1 µM], Epigenetic derep 0.4%, SMN2 splice up -23%, IMPase Li inh 20%[38.3 µM], KDM4E inh -6%, GoLoco inh red 8% and KinaseGlo FLuc 2%.
`Cc1ccc(S(=O)(=O)NC(N)=NCCc2ccc(Cl)cc2)cc1C` gave RECQ1 helicase -6%, NPSR antagonist -2%, Epigenetic derep 2.6%, SMN2 splice up inconclusive, IMPase Li inh 18%, KDM4E inh 6%, GoLoco inh red 4% and KinaseGlo FLuc 2%.
CCOc1ccc(N2CC(C(=O)Nc3ccc4c(c3)OCO4)CC2=O)cc1 (stereo unspecified) was read as RECQ1 helicase 1%, NPSR antagonist -1%, Epigenetic derep -3.1%, SMN2 splice up 1%, IMPase Li inh 1%, KDM4E inh 7%, GoLoco inh red 4% and KinaseGlo FLuc 0%.
